Screens deposited in PubChem by Sanford-Burnham Center for Chemical Genomics.
SENP8 block-1 = blocks human SENP8 cleavage of Nedd8 substrate | Q96LD8 | recombinant SENP8, Nedd8 substrate fluorescence | inhibition, % at 20 µM | actives 0.64% (n = 360,000) | AID 602440; in the data active = inhibition mostly above about 40%, no sharp cut-off; inactive = mostly below about 27%
Target sequence (Q96LD8 whole entry, looked up): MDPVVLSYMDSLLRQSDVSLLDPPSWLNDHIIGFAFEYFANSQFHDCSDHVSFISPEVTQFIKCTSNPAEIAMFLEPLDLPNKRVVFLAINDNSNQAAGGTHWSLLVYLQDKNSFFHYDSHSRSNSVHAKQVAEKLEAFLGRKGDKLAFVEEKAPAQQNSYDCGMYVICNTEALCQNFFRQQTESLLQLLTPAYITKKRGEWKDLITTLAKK
SENP1 FRET inh = blocks the human SENP1 SUMO protease catalytic domain; Q9P0U3; actives 0.21% (n = 360,000); AID 624204; recombinant SENP1 catalytic domain, CyPet-SUMO1-YPet FRET cleavage; inhibition, % at 10 µM;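 active = inhibition at least 30% at 10 µM, raw YFP signal under a set limit, fluorescence ratio 0.5 to 1.5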;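 also: 0% = enzyme with DMSO and 100% = no enzyme wells; some results filed as inactive read as strong as hits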
Target sequence (Q9P0U3 419-644 limits assumed): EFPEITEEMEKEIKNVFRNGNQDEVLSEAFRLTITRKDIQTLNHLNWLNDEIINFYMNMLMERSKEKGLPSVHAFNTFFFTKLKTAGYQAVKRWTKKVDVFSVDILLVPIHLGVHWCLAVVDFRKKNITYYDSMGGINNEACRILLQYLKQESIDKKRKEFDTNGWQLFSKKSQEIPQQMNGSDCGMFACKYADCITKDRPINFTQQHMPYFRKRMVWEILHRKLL
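Assay system: hSENP1 catalytic domain, recombinant. Amount: SENP1 enzyme, 20 pM final. Schedule: 50 min reaction, RT, dark. Technique: FRET, CFP and YFP emission. Control set: no-enzyme wells low, DMSO-plus-enzyme wells high control.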
SENP8 block-2 = inhibitors of human SENP8 protease; inhibition, % at 10 µM; actives 1.2% (n = 330,000); purified SENP8, Z-RLRGG-aminoluciferin cleavage, luminescence; AID 2540; Q96LD8; in the data active = inhibition above about 50%
Apaf1 inhib = human Apaf-1 inhibition; AID 489030; O14727; inhibition, % at 20 µM; reconstituted apoptosome caspase-3 activity, DEVD-Rh110 fluorescence; actives 0.71% (n = 330,000); active = inhibition of at least 40% at 20 µM;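 also: plate controls were DMSO wells for no effect and DEVD-CHO caspase inhibitor wells for full effect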
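System: reconstituted apoptosome with Apaf-1, cytochrome c, caspase-9, procaspase-3, dATP; Signal: Rh110 fluorescence intensity; Schedule: 30 min compound preincubation, 50 min activation, room temperature; Reagent: cytochrome c trigger plus (Z-DEVD)2-Rh110 caspase-3 substrate.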
HKDC1 inhibitor = HKDC1 (human) hexokinase inhibition; recombinant HKDC1, G6PDH/diaphorase resazurin coupled fluorescence; inhibition, % at 20 µM; actives 0.16% (n = 340,000); AID 493160;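 active = inhibition above about 35% when tested at 20 µM, limit read from the data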;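 also: plate controls were DMSO wells with enzyme for no effect and DMSO wells lacking enzyme for full effect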
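Assay system – recombinant HKDC1 (HK5) hexokinase enzyme, produced in-house · Input – HKDC1 at 5 µg/mL · Reagent – glucose plus 1 mM ATP as hexokinase substrates · Timing – 90 min reaction incubation at room temperature, dark · Measured by – G6PDH/diaphorase-coupled fluorescence, 1 mM NADP, 100 µM resazurin, 525/613 nm · Benchmarks – DMSO-enzyme wells negative, buffer-substituted wells positive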
SENP6 block = blocks the human protease SENP6 | inhibition, % at 10 µM | AID 2599 | actives 1.8% (n = 330,000) | Recombinant SENP6 catalytic domain, aminoluciferin luminescence;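 active = inhibition above about 50% at the single tested dose, limit read from the data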;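 also: plate controls were DMSO wells with enzyme for no effect and DMSO wells lacking enzyme for full effect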
Target sequence (Q9GZR1 628-1112 limits assumed): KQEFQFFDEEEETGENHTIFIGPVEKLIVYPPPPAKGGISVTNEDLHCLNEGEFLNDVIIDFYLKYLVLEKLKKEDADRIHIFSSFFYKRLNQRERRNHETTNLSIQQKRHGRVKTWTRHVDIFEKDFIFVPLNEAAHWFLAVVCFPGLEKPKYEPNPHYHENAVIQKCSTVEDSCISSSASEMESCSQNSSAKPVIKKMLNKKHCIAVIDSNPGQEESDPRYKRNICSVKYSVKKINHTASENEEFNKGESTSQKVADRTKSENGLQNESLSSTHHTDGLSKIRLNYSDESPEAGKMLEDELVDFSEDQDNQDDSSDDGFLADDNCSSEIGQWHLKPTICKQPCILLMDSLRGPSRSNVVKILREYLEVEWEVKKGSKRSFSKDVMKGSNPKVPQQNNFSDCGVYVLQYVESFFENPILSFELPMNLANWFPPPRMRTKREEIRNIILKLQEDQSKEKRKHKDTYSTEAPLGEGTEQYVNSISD
NALP3 yeast inh = inhibitors of NALP3 inflammasome in yeast; actives 0.39% (n = 330,000); inhibition, % at 10 µM; AID 2825; Yeast reconstituted NLRP3/ASC/caspase-1, beta-gal luminescence, 24 h;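 active = inhibition of 50% or more; inactive = inhibition below 50%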;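 also: plate controls were induced DMSO wells for no effect and uninduced yeast grown without galactose for full effect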
SENP7 block = SENP7 protease inhibition. actives 1.5% (n = 330,000). inhibition, % at 5 µM. AID 434973. recombinant SENP7, Z-RLRGG-aminoluciferin luminescence, 40 min;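 active = inhibition above about 50% at the single test dose, limit read from the data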;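 also: plate controls were DMSO with enzyme for no effect and no enzyme buffer wells for full effect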
PfGluPho inh = PfG6PD (Plasmodium falciparum) enzyme inhibition | inhibition, % at 20 µM | actives 0.78% (n = 350,000) | PfGluPho enzyme, NADPH resazurin-diaphorase fluorescence;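 active = inhibition reaching at least a set limit at 20 µM in the primary screen, cut at about 59% in these data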;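 also: 0% = DMSO wells with substrate and 100% = DMSO wells lacking glucose-6-phosphate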
An asterisk follows results filed as active; & = joins results of further samples.

Screening COc1cccc(/C=N\NC(C)=O)c1OC/C=C/c1ccccc1 returned SENP8 block-1 -23, SENP1 FRET inh 1, SENP8 block-2 -1, Apaf1 inhib 1, HKDC1 inhibitor -5, SENP6 block -6, NALP3 yeast inh 13, SENP7 block -6 and PfGluPho inh 6.
`C/C(=N\NC(=O)c1cccc([N+](=O)[O-])c1)c1cccnc1` gave SENP8 block-1 11, SENP1 FRET inh 1, SENP8 block-2 -5, Apaf1 inhib 1, HKDC1 inhibitor 0, SENP6 block -3, NALP3 yeast inh 21, SENP7 block -1 and PfGluPho inh -1.
For CCCC(=O)Nc1c(-c2ccccc2)c(=O)c(C)nn1-c1ccc(C)cc1 the results were SENP8 block-1 28, SENP1 FRET inh 4, SENP8 block-2 -8, Apaf1 inhib -8, HKDC1 inhibitor 0, SENP6 block -25, NALP3 yeast inh 11, SENP7 block 14 and PfGluPho inh 6.
For O=C(COc1cc(F)ccc1[N+](=O)[O-])Nc1cccc(Br)c1 the results were SENP8 block-1 17, SENP1 FRET inh 2, SENP8 block-2 2, Apaf1 inhib 9, HKDC1 inhibitor -6, SENP6 block -12, NALP3 yeast inh 4, SENP7 block 4 and PfGluPho inh -18.
`Cn1cnnc1SCC(=O)Nc1ccccc1Sc1ccccc1` gave SENP8 block-1 20, SENP1 FRET inh 0, SENP8 block-2 4, Apaf1 inhib -4, HKDC1 inhibitor -4, SENP6 block -7, NALP3 yeast inh 20, SENP7 block 2 and PfGluPho inh -7.
Screening CCOC(=O)C1=C(CC)Nc2ccccc2N=C1NC(=O)c1oc2ccccc2c1C returned SENP8 block-1 22, SENP1 FRET inh 0, SENP8 block-2 -9, Apaf1 inhib 24, HKDC1 inhibitor 0, SENP6 block 3, NALP3 yeast inh 5, SENP7 block -9 and PfGluPho inh 9.
For CC(=O)c1ccc(OCc2ccc(C(=O)c3ccccc3)cc2)cc1 the results were SENP8 block-1 14, SENP1 FRET inh 3, SENP8 block-2 -8, Apaf1 inhib 17, HKDC1 inhibitor -4, SENP6 block -24, NALP3 yeast inh 23, SENP7 block -5 and PfGluPho inh 9.
For O=C1c2cc(CO)cc(O)c2C(=O)c2c(O[C@@H]3OC(CO)[C@@H](O)[C@@H](O)[C@@H]3O)cccc21 (stereo partly specified) the results were SENP8 block-1 54*, SENP1 FRET inh 43*, SENP8 block-2 -5, Apaf1 inhib -4, HKDC1 inhibitor 9, SENP6 block 8, NALP3 yeast inh 11, SENP7 block -1 and PfGluPho inh -2.
Screening CC(NS(=O)(=O)c1ccc2c(c1)oc(=O)n2C)c1ccccc1 (stereo unspecified) returned SENP8 block-1 2, SENP1 FRET inh 34*, SENP8 block-2 2, Apaf1 inhib 1, HKDC1 inhibitor -3, SENP6 block -3, NALP3 yeast inh -1, SENP7 block 3 and PfGluPho inh 7.
`Cc1ccccc1C(=O)c1cccn1CC(=O)NCCCN1CC(C)CC(C)C1` (stereo unspecified) gave SENP8 block-1 16, SENP1 FRET inh 0, SENP8 block-2 6, Apaf1 inhib 8, HKDC1 inhibitor 4, SENP6 block -7, NALP3 yeast inh 10, SENP7 block 7 and PfGluPho inh -16.
Screening CCCn1nnc(NC(=O)Cc2ccc(Cl)cc2)n1 returned SENP8 block-1 8, SENP1 FRET inh 1, SENP8 block-2 3, Apaf1 inhib -10, HKDC1 inhibitor 0, SENP6 block 11, NALP3 yeast inh 10, SENP7 block 3 and PfGluPho inh 4.
For O=c1cc(O)nc(SCc2ccccc2)n1-c1ccccc1 the results were SENP8 block-1 6&22, SENP1 FRET inh 0&0, SENP8 block-2 3&-1, Apaf1 inhib -5&15, HKDC1 inhibitor -12&0, SENP6 block 14&-22, NALP3 yeast inh -9&9, SENP7 block -5&0 and PfGluPho inh 2&0.
For COc1ccccc1/C=C/CN1CCSCC1 the results were SENP8 block-1 7, SENP1 FRET inh -1, SENP8 block-2 7, Apaf1 inhib 0, HKDC1 inhibitor -4, SENP6 block -6, NALP3 yeast inh 21, SENP7 block 0 and PfGluPho inh 2.
CCS(=O)(=O)N1CCN(C(=O)COc2ccc(-c3ccccc3)cc2)CC1 was read as SENP8 block-1 9, SENP1 FRET inh -1, SENP8 block-2 -1, Apaf1 inhib 5, HKDC1 inhibitor -1, SENP6 block 1, NALP3 yeast inh 18, SENP7 block 1 and PfGluPho inh -11.
For O=c1ccc2cc(S(=O)(=O)Nc3ccccc3F)ccc2o1 the results were SENP8 block-1 0, SENP1 FRET inh -2, SENP8 block-2 6, Apaf1 inhib -3, HKDC1 inhibitor 0, SENP6 block 16, NALP3 yeast inh 15, SENP7 block -2 and PfGluPho inh -22.

Brought forward from above: 2 entries, followed by the next part.
CCS(=O)(=O)N1CCN(C(=O)COc2ccc(-c3ccccc3)cc2)CC1 was read as SENP8 block-1 9, SENP1 FRET inh -1, SENP8 block-2 -1, Apaf1 inhib 5, HKDC1 inhibitor -1, SENP6 block 1, NALP3 yeast inh 18, SENP7 block 1 and PfGluPho inh -11.
For O=c1ccc2cc(S(=O)(=O)Nc3ccccc3F)ccc2o1 the results were SENP8 block-1 0, SENP1 FRET inh -2, SENP8 block-2 6, Apaf1 inhib -3, HKDC1 inhibitor 0, SENP6 block 16, NALP3 yeast inh 15, SENP7 block -2 and PfGluPho inh -22.
COc1cc(OC)c(C2=NOC(C(=O)N3CCCc4ccccc43)C2)cc1Cl (stereo unspecified) was read as SENP8 block-1 10, SENP1 FRET inh 3, SENP8 block-2 0, Apaf1 inhib 12, HKDC1 inhibitor 10, SENP6 block 11, NALP3 yeast inh 7, SENP7 block 4 and PfGluPho inh 8.
For CCc1cccc(C)c1NC(=O)c1ccc(CN2CCc3ccccc3C2)cc1 the results were SENP8 block-1 12, SENP1 FRET inh 1, SENP8 block-2 -1, Apaf1 inhib 16, HKDC1 inhibitor 3, SENP6 block 5, NALP3 yeast inh -2, SENP7 block 4 and PfGluPho inh -5.
Fc1ccc(-c2n[nH]c(=S)c3ccccc23)cc1 was read as SENP8 block-1 -2, SENP1 FRET inh 3, SENP8 block-2 -10, Apaf1 inhib 6, HKDC1 inhibitor -5, SENP6 block -3, NALP3 yeast inh -7, SENP7 block -3 and PfGluPho inh 23.
Screening CSc1nnc(C)c(=O)n1COC(=O)c1ccc(S(=O)(=O)N2CCOCC2)cc1 returned SENP8 block-1 19, SENP1 FRET inh 0, SENP8 block-2 -2, Apaf1 inhib 6, HKDC1 inhibitor 9, SENP6 block 10, NALP3 yeast inh 7, SENP7 block -1 and PfGluPho inh -5.
COc1ccccc1N1CCN(CC(=O)Nc2ccccc2C(=O)NCCc2ccccc2)CC1 was read as SENP8 block-1 -10, SENP1 FRET inh -1, SENP8 block-2 -4, Apaf1 inhib 19, HKDC1 inhibitor -1, SENP6 block -19, NALP3 yeast inh 6, SENP7 block -8 and PfGluPho inh 22.
O=C(CCN1C(=O)c2ccccc2S1(=O)=O)Nc1cc(Cl)ccc1Cl was read as SENP8 block-1 9, SENP1 FRET inh 2, SENP8 block-2 6, Apaf1 inhib 8, HKDC1 inhibitor 0, SENP6 block 8, NALP3 yeast inh 20, SENP7 block 4 and PfGluPho inh 3.
Cc1ccc(N(CC(=O)NC2CCCCC2)C(=O)CCCC(=O)Nc2ccccn2)cc1 was read as SENP8 block-1 5, SENP1 FRET inh -1, SENP8 block-2 0, Apaf1 inhib 1, HKDC1 inhibitor -4, SENP6 block 0, NALP3 yeast inh 17, SENP7 block -7 and PfGluPho inh -11.
CCNC(=S)NNC(=O)c1ccc(OC)cc1 was read as SENP8 block-1 24, SENP1 FRET inh -2, SENP8 block-2 -5, Apaf1 inhib 0, HKDC1 inhibitor -3, SENP6 block -13, NALP3 yeast inh -6, SENP7 block 1 and PfGluPho inh -10.
Screening CCCOc1ccc(CSC(CC(=O)O)C(=O)O)cc1 (stereo unspecified) returned SENP8 block-1 28, SENP1 FRET inh 1, SENP8 block-2 -9, Apaf1 inhib 1, HKDC1 inhibitor 1, SENP6 block 0, NALP3 yeast inh 14, SENP7 block -9 and PfGluPho inh 1.
N#CC1(NC(=O)COC(=O)c2cccc(-n3cnnn3)c2)CCCCC1 was read as SENP8 block-1 -14, SENP1 FRET inh 2, SENP8 block-2 3, Apaf1 inhib -1, HKDC1 inhibitor -3, SENP6 block -1, NALP3 yeast inh 10, SENP7 block -6 and PfGluPho inh -1.
Cc1ccc(C(=O)NNC(=O)c2cccs2)cc1 was read as SENP8 block-1 2, SENP1 FRET inh 0, SENP8 block-2 -1, Apaf1 inhib -3, HKDC1 inhibitor -9, SENP6 block 14, NALP3 yeast inh 12, SENP7 block 3 and PfGluPho inh -10.
`CCC(=O)Nc1ccccc1C(=O)OCC(=O)c1cccc2ccccc12` gave SENP8 block-1 21, SENP1 FRET inh 1, SENP8 block-2 -13, Apaf1 inhib 22, HKDC1 inhibitor 0, SENP6 block -5, NALP3 yeast inh 25, SENP7 block -1 and PfGluPho inh 25.
Cc1ccccc1COC(=O)c1cc([N+](=O)[O-])ccc1N1CCOCC1 was read as SENP8 block-1 19, SENP1 FRET inh -1, SENP8 block-2 4, Apaf1 inhib 3, HKDC1 inhibitor -2, SENP6 block 2, NALP3 yeast inh 28, SENP7 block 2 and PfGluPho inh 8.
CCCC1(C(=O)OCC)NC(c2ccc(N(C)C)cc2)C2C(=O)N(c3ccc(OCC)cc3)C(=O)C21 (stereo unspecified) was read as SENP8 block-1 -116, SENP1 FRET inh 4, SENP8 block-2 0, Apaf1 inhib 15, HKDC1 inhibitor -2, SENP6 block -9, NALP3 yeast inh 10, SENP7 block 3 and PfGluPho inh 16.
For OCC[C@@H]1C[C@@H](O)[C@H](O)[C@]2(Cc3ccccc3CO2)O1 the results were SENP8 block-1 13, SENP1 FRET inh 1, SENP8 block-2 -10, Apaf1 inhib -2, HKDC1 inhibitor -3, SENP6 block -20, NALP3 yeast inh 18, SENP7 block 4 and PfGluPho inh 5.
For COC1(OC)C=CC(=O)C=C1NC(=O)c1ccccc1OC(C)=O the results were SENP8 block-1 21, SENP1 FRET inh 4, SENP8 block-2 -8, Apaf1 inhib 6, HKDC1 inhibitor 22, SENP6 block -1, NALP3 yeast inh 6, SENP7 block -7 and PfGluPho inh 63*.

In the list so far, these contain a nitro group on carbon:
`C/C(=N\NC(=O)c1cccc([N+](=O)[O-])c1)c1cccnc1` gave SENP8 block-1 11, SENP1 FRET inh 1, SENP8 block-2 -5, Apaf1 inhib 1, HKDC1 inhibitor 0, SENP6 block -3, NALP3 yeast inh 21, SENP7 block -1 and PfGluPho inh -1.
For O=C(COc1cc(F)ccc1[N+](=O)[O-])Nc1cccc(Br)c1 the results were SENP8 block-1 17, SENP1 FRET inh 2, SENP8 block-2 2, Apaf1 inhib 9, HKDC1 inhibitor -6, SENP6 block -12, NALP3 yeast inh 4, SENP7 block 4 and PfGluPho inh -18.
Cc1ccccc1COC(=O)c1cc([N+](=O)[O-])ccc1N1CCOCC1 was read as SENP8 block-1 19, SENP1 FRET inh -1, SENP8 block-2 4, Apaf1 inhib 3, HKDC1 inhibitor -2, SENP6 block 2, NALP3 yeast inh 28, SENP7 block 2 and PfGluPho inh 8.
